Compound activity: PubChem BioAssay, The Scripps Research Institute Molecular Screening Center
CHO-K1 Ca ag = nonselective activator or artifact in parental CHO-K1 cells; Fluo-8 calcium fluorescence; scaled to maximal ATP response, vehicle zero; activation, % at 3 µM; 360,000 compounds, 0.48% hits; in the data active means activation above about 15%;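 further: untransfected CHO-K1 host cells lacking M1 receptor as counterscreen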
V1aR counter = activates human V1a receptor in oxytocin agonist counter-screen; P37288; CHO-V1R cells, Fluo-8 calcium fluorescence, agonist mode; 0% DMSO, 100% 3 nM vasopressin; activation, % at 3 µM; 320,000 compounds, 0.25% hits;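 active means activation above the mean activation of all tested compounds plus 3 SD, per screening run, cut at about 20% in these data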;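 further: signal is peak over basal fluorescence ratio across a 100 second FLIPR read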
CHO-K1 Ca antag = nonselective inhibitor or artifact in parental CHO-K1 cells; ATP-induced calcium, Fluo-8 fluorescence; inhibition, % at 3 µM; 360,000 compounds, 0.6% hits; AID 602250;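 active means inhibition above a per-plate cutoff, the plate's mean sample inhibition plus 3 SD, cut at about 24% in these data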;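 further: 0% = DMSO plus EC80 ATP and 100% = DMSO alone without ATP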
TAAR1 antag = antagonists of human TAAR1 | Q96RJ0 | 360,000 compounds, 1.5% hits | AID 624466 | CHO RD-HGA16 TAAR1, Fluo-8 calcium fluorescence, antagonist | inhibition, % at 3 µM;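 active means inhibition above a per-plate cutoff, the mean inhibition of test compounds on that plate plus 3 SD, cut at about 49% in these data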;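 further: 0% = DMSO plus EC80 beta-PEA response and 100% = DMSO alone without agonist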
Target sequence (Q96RJ0 whole entry, looked up): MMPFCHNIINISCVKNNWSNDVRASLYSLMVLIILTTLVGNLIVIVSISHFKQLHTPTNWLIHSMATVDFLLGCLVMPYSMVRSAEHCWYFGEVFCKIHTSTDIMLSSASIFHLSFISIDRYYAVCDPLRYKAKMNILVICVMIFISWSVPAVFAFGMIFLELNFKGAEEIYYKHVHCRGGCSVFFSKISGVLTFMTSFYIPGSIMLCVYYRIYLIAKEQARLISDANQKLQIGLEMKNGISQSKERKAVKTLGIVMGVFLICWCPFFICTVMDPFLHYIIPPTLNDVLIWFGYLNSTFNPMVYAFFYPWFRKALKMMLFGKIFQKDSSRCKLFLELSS
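Test system: CHO RD-HGA16 cells bearing hTAAR1 | Reagent: β-PEA, EC80 | Compound dosing: 3 µM, single point | Schedule: Dye loading 75 min at 37 °C, then 30 min room temperature | Signal: Calcium fluorescence with Fluo-8 | Evaluation: Percent inhibition of PEA-evoked calcium signal, max/basal emission ratio | Control set: DMSO-only wells and EC80 β-PEA-stimulated wells | Repeats: Singlicate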
M1 PAM parental = nonselective activator or artifact in parental CHO-K1 calcium assay; ATP EC20, Fluo-8 calcium fluorescence; 0% at ATP EC20, 100% at ATP max; activation, % at 3 µM; 360,000 compounds, 0.02% hits;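 active means activation above the run cutoff, the mean activation of all test compounds plus 3 SD, cut at about 40% in these data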;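 further: peak over basal fluorescence ratio in a 140 s read after ATP addition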
OXTR potentiator = human OXTR potentiation; AID 2445; activation, % at 3 µM; 320,000 compounds, 0.061% hits; CHO-OTR cells, Fluo-8 calcium fluorescence, potentiator mode; 0% = oxytocin EC15, 100% = EC100; P30559;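 active means activation above that plate's cutoff, the mean activation of tested compounds plus 3 SD, cut at about 6.6% in these data, passing the limit was not always enough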;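 further: 100% uses oxytocin at 75 nM as the full agonist control; some results filed as inactive read as strong as hits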
Target sequence (P30559 whole entry, looked up): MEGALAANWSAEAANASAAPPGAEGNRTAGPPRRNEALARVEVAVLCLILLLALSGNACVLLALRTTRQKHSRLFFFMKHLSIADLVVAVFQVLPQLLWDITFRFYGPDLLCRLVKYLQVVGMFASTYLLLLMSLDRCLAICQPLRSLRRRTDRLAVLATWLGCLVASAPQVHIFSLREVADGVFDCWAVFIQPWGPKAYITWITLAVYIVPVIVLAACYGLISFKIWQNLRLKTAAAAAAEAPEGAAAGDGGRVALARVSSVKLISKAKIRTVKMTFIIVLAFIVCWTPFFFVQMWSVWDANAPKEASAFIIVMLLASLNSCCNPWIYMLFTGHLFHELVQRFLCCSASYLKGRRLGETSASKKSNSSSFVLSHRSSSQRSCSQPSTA
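Measured by – Fluo-8 calcium dye fluorescence · Test system – human OTR in CHO cells · Dosing – one concentration, 3.0 µM compound · Controls – EC15 oxytocin alone as 0%, 75 nM oxytocin as 100% · Evaluation – normalized max/min fluorescence ratio, % activation · Timing – 6 min pre-incubation, 100 s read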
OXTR ag = agonists of human oxytocin receptor. P30559. CHO-OTR cells, Fluo-8 calcium fluorescence; normalized: DMSO 0%, oxytocin 100%. 320,000 compounds, 0.32% hits. AID 2435. activation, % at 3 µM;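 active means activation above the mean of all tested compounds plus 3 SD, cutoff set per screening run, cut at about 20% in these data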;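 further: peak over basal fluorescence ratio from a 100 s FLIPR kinetic read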
GPR7 antagonist = antagonists of human GPR7 (neuropeptides B/W receptor 1); AID 1861; 290,000 compounds, 1.1% hits; inhibition, % at 4.4 µM; GPR7-expressing cells, fluorescence antagonist assay; P48145; in the data active means inhibition above about 16%, passing the limit was not always enough;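 further: cells stimulated with the agonist NPW; 0% = agonist with vehicle and 100% = vehicle without agonist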
Target sequence (P48145 whole entry, looked up): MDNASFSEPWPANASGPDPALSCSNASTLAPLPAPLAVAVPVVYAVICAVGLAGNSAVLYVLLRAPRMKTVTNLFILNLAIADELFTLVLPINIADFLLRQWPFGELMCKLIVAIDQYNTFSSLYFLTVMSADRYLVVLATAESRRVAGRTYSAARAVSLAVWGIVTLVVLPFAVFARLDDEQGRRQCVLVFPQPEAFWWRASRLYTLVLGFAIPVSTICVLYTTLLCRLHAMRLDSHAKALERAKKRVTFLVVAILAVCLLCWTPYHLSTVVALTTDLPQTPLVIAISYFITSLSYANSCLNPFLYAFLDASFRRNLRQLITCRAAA
CHO parental Ca = signal in parental CHO cells, OX1R antagonist counter-screen; parental CHO-K1, ATP-induced calcium, Fluo-8 fluorescence; inhibition, % at 5.6 µM; 330,000 compounds, 0.63% hits;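 active means inhibition above that plate's mean sample inhibition plus 3 SD, cut at about 26% in these data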;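 further: 0% = ATP-challenged DMSO wells and 100% = DMSO wells without ATP; some compounds past the cut are filed as inactive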
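Assay system: parental CHO cells; Read-out basis: percent inhibition of ATP-evoked calcium rise, normalized to controls; Benchmarks: ATP and no-ATP DMSO wells; Compound dosing: single nominal dose of 5.6 µM per compound; Signal: Fluo-8 calcium dye fluorescence; Also added: ATP as calcium-mobilizing challenge; Repeats: singlicate.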
The depositor's hits bear a star; . = no result given.

SMILES	CHO-K1 Ca ag	V1aR counter	CHO-K1 Ca antag	TAAR1 antag	M1 PAM parental	OXTR potentiator	OXTR ag	GPR7 antagonist	CHO parental Ca
COCCCNC(=O)CC(NS(=O)(=O)c1ccc(OC)cc1)c1ccc(OC)cc1 (stereo unspecified)	0.0	1.2	10.6	-4.9	-7.9	-11.3	0.8	-12.8	11.2
CN1C(=O)/C(=C\c2ccncc2)SC1=Nc1ccccc1	0.2	0.1	-7.9	9.5	17.8	4.7	-2.8	-12.1	-17.6
O=C(O)C1CCN(C(=O)c2ccccc2Cl)CC1	0.3	0.7	-4.9	1.1	13.5	5.0	1.0	-3.5	-11.9
Cc1ccc(N=Cc2cc(Cc3ccccc3Cl)cc([N+](=O)[O-])c2O)c(O)c1	0.8	4.5	5.9	.	-4.2	-15.0	0.7	-14.8	-0.1
CC1CCN(c2cc(N(C)CCO)c([N+](=O)[O-])c3nonc23)CC1	-0.8	-0.1	-3.7	-14.5	3.3	-7.2	-2.5	-8.0	-4.5
CCOc1ncccc1C(=O)Nc1cccc(-c2nnc3n2CCCCC3)c1	0.7	-0.6	-13.0	-4.0	11.6	-19.8	-1.9	-14.1	-6.1
Cc1cccc(S(=O)(=O)Nc2nc3ccccc3nc2NCc2ccco2)c1	3.0	4.6	2.4	1.4	16.0	-8.1	3.2	8.4	-3.9
Cc1ccc(NC(=O)CN(c2ccc(Cl)cc2)S(=O)(=O)c2cc([N+](=O)[O-])ccc2Cl)cc1	-0.5	-0.3	2.4	1.8	-5.6	-17.7	-0.5	-7.2	-21.2
Cc1ccc2c(c1)N(CC(=O)N1CCCCC1)C(=O)C(C)O2 (stereo unspecified)	0.7	-0.2	-14.8	-2.9	6.7	-1.4	-0.6	5.4	-19.3
Cc1cc(NC(=O)C(C)SCC(=O)Nc2cccc(S(=O)(=O)N3CCCCCC3)c2)no1 (stereo unspecified)	2.5	.	-10.7	-8.4	4.3	.	.	.	.

Sorted by the number under GPR7 antagonist (smallest number first): 3 of the compounds above
Structure	GPR7 antagonist
Cc1ccc(N=Cc2cc(Cc3ccccc3Cl)cc([N+](=O)[O-])c2O)c(O)c1	-14.8
CN1C(=O)/C(=C\c2ccncc2)SC1=Nc1ccccc1	-12.1
O=C(O)C1CCN(C(=O)c2ccccc2Cl)CC1	-3.5

Further records follow.
SMILES	CHO-K1 Ca ag	V1aR counter	CHO-K1 Ca antag	TAAR1 antag	M1 PAM parental	OXTR potentiator	OXTR ag	GPR7 antagonist	CHO parental Ca
CCOc1ccc2nc(NC(=O)CSc3nc4c(c(=O)n(C)c(=O)n4C)n3C(C)C)sc2c1	1.2	0.1	-13.6	1.8	23.9	-9.0	-1.1	-8.1	-28.0
Cc1nn(C)c(C)c1NC(=O)CSc1nc(-c2ccccc2Cl)nc2c1cnn2-c1ccccc1	0.5	-1.2	-9.5	9.6	17.3	-2.6	-0.2	4.0	-6.5
O=C(COC(=O)c1sc2cc(Cl)ccc2c1Cl)Nc1ncc(Cl)cc1Cl	.	0.4	.	11.7	.	-11.9	-0.1	-1.1	-16.2
CCOC(=O)/C(=C\c1cccnc1)C(=O)c1cc(C(C)=O)c(Nc2ccccc2)s1	0.5	0.0	19.1	.	-0.8	-11.8	0.6	29.6*	30.6
O=C(CO/N=C/c1ccc(OC(F)F)cc1)NCc1cccs1	1.1	0.6	-12.3	-4.1	11.8	2.0	-1.5	-7.0	-13.3
CCCCCn1c(=O)[nH]c2cc(C(=O)NCCCN3CCCCC3C)ccc2c1=O (stereo unspecified)	0.6	0.3	-10.9	-4.8	-15.9	1.5	0.0	-2.1	-4.7
COc1cc2c(C#CCCCO)c(-c3ccsc3)oc(=O)c2cc1OC	1.8	0.2	-14.9	38.7	18.7	-8.2	-0.6	.	-17.8
O=C(NC1CCC1)C1CCC(=O)N(Cc2cccc(F)c2)C1 (stereo unspecified)	0.5	.	-12.5	-20.3	13.6	.	.	3.4	.
Cc1sc2ncnc(N3CCC(C(=O)Nc4ccc(Br)cc4Br)CC3)c2c1C	0.2	1.7	-6.5	44.9	-18.6	-11.8	-0.9	.	-8.5
COc1ccc(N=C2SC(CC(=O)Nc3ccc(F)cc3)C(=O)N2Cc2ccco2)cc1 (stereo unspecified)	1.6	1.7	-8.0	19.4	20.7	0.0	0.5	-4.0	-0.8
CCOc1ccccc1N1CCN(C(=O)CNC(=O)c2sc3ccccc3c2Cl)CC1	-0.3	-0.6	-10.0	27.1	10.2	-10.0	-1.2	-17.2	-27.7
Cc1cccc(NC(=O)CCNC(=O)c2ccccc2)c1	2.0	-0.6	-18.0	7.8	5.4	-1.8	1.5	-5.8	-3.4
CNC(=O)CCn1nc(-c2ccccc2)c2ccccc2c1=O	2.3	-0.2	9.3	5.2	0.8	-2.2	-0.5	-2.5	-11.7
N=c1c2c3c(sc2nc2n1CCCCC2)CCCC3	1.0	1.4	-5.4	-3.5	20.1	-3.1	1.7	4.0	-2.3
CCC(=NCCc1ccc(OC)c(OC)c1)C1=C(O)CC(C)(C)CC1=O	0.8	1.3	-13.2	-15.0	-2.3	-4.6	0.4	-1.8	-12.2
CCSc1cc(C2C(C(=O)OC)=C(C)NC3=C2C(=O)CCC3)c(C)o1 (stereo unspecified)	1.2	0.2	-2.3	7.9	14.9	4.2	0.5	-3.8	-11.5
Cc1cc(C)n(CC(=O)N2CCCC(C(=O)c3cccc(OC(C)C)c3)C2)n1 (stereo unspecified)	0.3	0.7	10.4	3.6	-2.9	-1.3	-0.4	-8.9	-15.5
CC(=O)OCCN1CCN(C(=O)CN2C(=O)NC(c3ccccc3)(c3ccccc3)C2=O)CC1	0.2	-0.2	-6.6	-0.1	7.8	-7.7	-1.1	24.4	2.1
CN(C(=O)c1ccc(S(=O)(=O)NC2CCCC2)cc1)C1CCCCC1	5.8	4.7	-17.5	11.3	9.9	-0.2	2.6	29.8*	-3.9
Fc1ccc(-c2ccnc3nc(N4CCN(c5ccccc5)CC4)nn23)cc1	-0.1	-0.8	9.3	-9.3	-7.2	-6.3	-1.7	7.4	-13.4
CCCCn1c(N)c(N(CCC(C)C)C(=O)CC2OC(=O)c3ccccc32)c(=O)[nH]c1=O (stereo unspecified)	2.2	-0.2	-15.4	-30.2	18.8	3.9	-1.2	.	-13.7
CCN(CC)C(=S)SCC(=O)c1c(C)[nH]c2ccccc12	2.0	0.8	-4.6	17.8	21.2	-2.6	-0.4	-11.0	-11.5
CCOc1ccc(N(CC(=O)N2CCC(Cc3ccccc3)CC2)S(C)(=O)=O)cc1	1.4	1.0	5.4	-0.3	17.1	-2.2	0.6	2.9	-11.8
COc1ccc(OC)c(CNC(=O)C2CCCN(c3ncnc4c3nc3n4CCCCC3)C2)c1 (stereo unspecified)	1.9	-1.8	-23.3	-8.5	23.1	-16.1	-2.4	-4.7	-31.5
O=C(O)c1ccc(-c2cccc(Cl)c2)o1	1.5	1.1	-9.8	8.6	19.7	-1.3	1.9	-2.0	-2.0
Cc1ccc(N2CN=c3s/c(=C\c4ccccn4)c(=O)n3C2)cc1	0.2	-1.3	-7.3	1.3	24.0	0.8	-1.6	0.5	-12.2
Cc1n[nH]c(C)c1S(=O)(=O)N1CCc2ccccc2C1	0.8	1.9	-4.2	-16.1	-2.1	-8.1	-0.3	-15.8	-5.7
CCn1c(/C=C/c2c(C)[nH]c3ccccc23)nc2ccccc2c1=O	0.6	-1.4	-11.4	7.8	18.1	-7.6	-1.3	-0.1	-23.1
O=C(O)c1ccc(NS(=O)(=O)c2ccc3c(c2)OCCCO3)cc1	0.1	0.5	-9.2	-2.6	3.9	-1.2	1.2	-9.2	-9.4
Cc1ccc(C)c(N2CCN(C(=O)c3ccc(N4CCOCC4)c([N+](=O)[O-])c3)CC2)c1	3.7	6.5	-8.5	15.8	-15.2	-11.4	9.1	11.2	-4.3
O=C(CN1CCN(S(=O)(=O)c2ccc(Cl)c(Cl)c2)CC1)N1CCCC1	-0.8	0.2	-14.2	-16.0	15.8	5.3	-2.1	.	-18.2
CN(CC(=O)Nc1ccccc1Br)C(=O)c1ccccc1Cc1ccccc1	1.0	-0.6	-18.4	14.1	8.5	-10.3	-1.4	.	-26.2
O=C(C[n+]1cc(-c2ccc(Cl)c(Cl)c2)n2c1CCC2)OCc1ccccc1	0.0	0.5	-3.9	-27.2	18.5	-2.1	-0.5	-2.8	1.9
c1cnc2ccc(C(c3nnnn3C3CCCCC3)N3CCN4CCCC4C3)cc2c1 (stereo unspecified)	-0.3	0.6	-2.0	-16.6	1.1	-6.2	-0.2	3.4	-24.6
O=C(CN1CCOCC1)Nc1ccccc1Cl	0.2	1.5	-0.8	-4.5	-8.4	-2.9	-0.1	-5.9	-6.3
CC(=O)Nc1ccc(S(=O)(=O)N2CCN(S(=O)(=O)c3ccc(F)c(F)c3F)CC2)cc1	0.8	0.6	-13.0	4.8	-0.3	2.0	0.8	-3.8	-6.6
CCN(c1ccccc1)S(=O)(=O)c1ccc(C(=O)Nc2nccs2)cc1	1.0	2.3	-0.2	33.5	12.6	-7.3	-0.3	-11.8	-20.0
COc1ccc(Nc2nc(C(=O)N3CCc4cc(OC)c(OC)cc4C3)cs2)cc1	4.9	-0.7	-5.0	56.6*	8.0	-1.3	-2.1	8.6	-13.7
COc1cc(C(=O)OCC(=O)N(C)C)cc(NC(=O)c2ccco2)c1OC	0.3	0.8	5.3	17.2	5.3	6.4	1.0	-6.2	-8.9
O=C(NCCc1ccccc1)C1CCCN(c2nc3ccccc3s2)C1 (stereo unspecified)	5.2	-1.6	-20.2	25.8	14.0	-7.5	-1.9	-3.5	-39.5
O=C(CCCCCN1C(=O)c2ccccc2C1=O)Nc1ccc(F)cc1	4.5	4.4	-11.5	-3.2	20.3	-14.3	1.7	-8.7	-19.1
Nn1c(SCC(=O)N2CCc3ccccc3C2)nnc1-c1cccs1	0.6	-0.1	-3.8	-4.4	27.2	5.9	-1.2	-4.9	-5.7
O=C(CCNS(=O)(=O)c1ccc(Br)cc1)N1CCN(c2ccccc2O)CC1	6.2	3.0	1.1	-14.0	-1.9	-15.2	3.9	.	-2.1
CCC(=O)Nc1nc(C)c(C(=O)N2CCCCC2)s1	3.7	0.0	-8.3	5.1	13.1	2.8	0.0	-7.0	-0.5
COc1ccc(C(=O)n2nc(-c3ccc(OC)cc3)nc2N)cc1	1.2	0.7	-4.3	2.1	21.4	-4.2	1.5	-8.6	-28.5
